# Peg3 imprint: qHTS Assay for Compounds that Induce Erasure of Genomic Imprints; mouse ES Peg3-LacZ reporter, beta-gal luminescence, 40 h; Potency, µM (series often up to 60.7 µM), for the others: at the top dose activity change, positive = activation, usual class: activators; hit rate 0.02% among 110,000; AID 1948, 2009;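 further: 0% = negative control wells on the plate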
#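 Gelatin-coated wells received 300 freshly trypsinized female ES cells with a Peg3LacZ-Neo reporter on the maternal allele, then incubated 40 hours at 37C. BetaGlo was added for 5 minutes at room temperature before a single luminescence read.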
# IkB signaling: IkB Signaling; ABC-DLBCL IkBa-CBG/CBR dual luciferase ratio, 4 h; response scale: scaled: untreated 0%, proteasome inhibitor 100%; Potency, µM (series often up to 57.1 µM), for the others: at the highest dose IkBa stabilization activation; hit rate 0.04% among 110,000; AID 445, 2006; active means well fitted curve in the direction sought with a large enough effect in the signal ratio, not every such curve was filed as active; inconclusive means small, poorly fitted or top-dose-only effect, or a change in a side signal; the % refers to the signal ratio;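 further: the direction sought is a rising ratio; 0% = basal untreated cells and 100% = reference inhibitor full response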
#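 Luminescence ratio of IκBα-fused green versus native red beetle luciferase in OCI-Ly3 cells, 4 h post-doxycycline with compound; red signal alone, scaled from basal (0%) to zero light (-100%), flagged nonspecific or cytotoxic effects.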
# p53ts 39C tox: qHTS Screen for Compounds that Selectively Target Cancer Cells with p53 Mutations: Cytotoxicity of p53ts Cells at the Nonpermissive Temperature; H1299-p53A138V viability at 39C, ATP luminescence, 24 h; hit rate 1.5% among 130,000; AID 902, 2007; Potency, µM (doses to about 46.1 µM), without a hit: at the top dose activity change, negative = cell killing, most hits filed as cytotoxic; further: nearly all actives have a fitted effect of over 55% in size
# p53ts 32C kill: qHTS Screen for Compounds that Selectively Target Cancer Cells with p53 Mutations: Cytotoxicity of p53ts Cells at the Permissive Temperature; H1299-p53A138V at 32C, ATP luminescence viability, 24 h; Potency, µM (top dose mostly 46.1 µM), without a hit: top-dose activity change, negative = cytotoxicity, usual class: cytotoxic; hit rate 0.93% among 130,000; AID 924, 2007;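 further: 0% = DMSO and -100% = full killing by reference compound; nearly all actives have a fitted effect of over 55% in size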
#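 Viability by ATPlite luminescence after 24 h compound treatment (up to 46 uM) at the permissive 32C. Cells are H1299 carrying p53 A138V. Scale runs from DMSO basal to 100 uM tamoxifen as full kill; AC50 from Hill fits.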
# Starred values were filed as active, the others as inactive; ? = inconclusive; nt = not tested or not shown; & = joins results of further samples; [ ] = another dose, or the depositor's remark. Unless noted, the call rests on the fitted dose curve; in most records, active means well fitted curve in the direction sought with a large enough effect; inconclusive means small, poorly fitted or top-dose-only effect, or another doubt; inactive means no such curve, though single readings can be large; an effect the other way counts as inactive or inconclusive. Unless noted, on the % scale 0 is the no-effect control and ±100 the full control effect; potency means the concentration at half of the fitted maximal effect.
SMILES,Peg3 imprint,IkB signaling,p53ts 39C tox,p53ts 32C kill
CC1CCc2nn(CC(=O)NCCN3CCCCC3C)cc2C1 (stereo not drawn),-20.0%,-1.2%,-4.7%,-10.4%
CCOc1ccccc1C(=O)Nc1ccc(-n2nncc2-c2ccccc2)cc1,-11.1%[10.9 µM],-0.3%,-24.3%,-0.7%
CS(=O)(=O)c1ncc(N(Cc2ccco2)Cc2cccs2)c(C(=O)Nc2ccccc2F)n1,7.0%[10.9 µM],?,18.2%,11.0%
CC(=O)c1cccc(NC(=O)N2CCCC2C(=O)NCCC(C)C)c1 (stereo not drawn),-8.5%,-0.3%,-0.4%,-0.3%
O=C(COc1cccc(Cl)c1)N1CCC(c2nc3ccccc3o2)CC1,-17.0%[10.9 µM],?,27.5%,5.7%
COC(=O)CCCCCn1c(-c2ccccc2)cn2c3c(=O)n(C)c(=O)n(C)c3nc12,1.3%[10.9 µM],?,45.9%[activator],-11.1%
COc1cc2cc(C(c3nnnn3C3CCCC3)N3CCCCC3)c(=O)[nH]c2cc1OC (stereo not drawn),1.1%,-0.7%,-2.9%,3.9%
Cn1c(C(O)c2ccccc2F)nc(Cl)c1Cl (stereo not drawn),-5.2%,1.0%,-0.2%,-3.3%
CN(C)c1ccc(NC(=O)CSC2=Nc3ccccc3C3=NC(CCC(=O)NCc4cccs4)C(=O)N23)cc1 (stereo not drawn),-5.5%[10.9 µM],?,0.6%,2.1%
Cc1cccc(C)c1Nc1sc(C(=O)c2ccccc2)c(N)c1S(=O)(=O)c1ccccc1,-20.6%[10.9 µM],?,-9.4%,20.9%
Cc1ccc(Cl)cc1N1CCN(C(=O)c2ccc3nc(N4CCC(C)CC4)sc3c2)CC1,-3.1%[10.9 µM],?,-15.0%,20.3%
C=C(C)Cn1c(SCC(=O)O)nnc1-c1ccc(C(C)(C)C)cc1,-10.8%,7.4%,-4.3%,-3.1%
CC(CN1CCOCC1)OC(=O)c1ccccc1Br (stereo not drawn),-8.8%,1.5%,8.7%,3.8%
COc1ccccc1NC(=O)c1ccc2c(Cl)c3c(nc2c1)CCCC3,-16.1%[10.9 µM],?,?,?
CC1CN(C(=O)CCC(=O)NCc2cccs2)c2cc(Cl)ccc2O1 (stereo not drawn),19.4%[10.9 µM],-0.8%,3.3%,-8.3%
Nc1nc2c(s1)C(=O)CCC2,nt,1.9%,5.3%,0.7%
NC(=O)c1c(NC(=O)CSc2nnc(-c3ccccc3)n2CC2CCCO2)sc2c1CCC2 (stereo not drawn),-15.4%,1.1%,-1.5%,-17.2%
Cc1ccc(Cc2c(C)nc3nc(SCC(=O)NCCC(C)C)nn3c2C)cc1,-2.8%[10.9 µM],?,-4.8%,11.5%
CCn1c(COc2cccc(OC)c2)nnc1SCC(=O)Nc1cccc(OC)c1,-12.7%,?,-6.4%,0.5%
COCCCNC(=O)CCC(=O)NNc1nc2ccccc2c2nc(-c3ccccc3)nn12,5.6%[10.9 µM],-1.8%,-17.2%&3.6%,7.7%&-0.4%
CC(=O)C(Sc1ccc2nnc(-c3ccc(C)cc3)n2n1)C(C)=O,3.8%,1.9%,19.7%,3.8%
Cc1ccc(OCC(=O)Nc2cccc(-c3nnc(-c4ccccc4)o3)c2)c(C)c1,nt,nt,-10.6%,-12.6%
O=C(NCCN1C(=O)C2C3C=CC(C3)C2C1=O)N1CCOCC1 (stereo not drawn),-3.7%,-1.5%,-5.1%,-4.0%
COC(=O)Nc1nnc(SCc2ccc(C)cc2)s1,-12.3%,-5.7%,-10.0%,-18.9%
Cc1cccc(NC(=O)C2CCC(CNS(=O)(=O)c3ccc(Br)s3)CC2)c1 (stereo not drawn),16.2%[10.9 µM],3.1%,-2.6%,-3.1%
CCN1CCCC1Cn1c(-c2ccccc2)nc2c(NCCOC)nc(C)nc21 (stereo not drawn),-7.6%,nt,-1.8%,-1.5%
Cc1cc(Nc2ccc(F)cc2F)n2nc(C)nc2n1,-3.9%,-3.0%,2.8%,-16.8%
COc1ccc(-c2nnn3c2nc(NCc2ccccc2)c2ccccc23)cc1,-10.8%[10.9 µM],?,-13.0%,-4.3%
COc1ccc(OC)c(S(=O)(=O)NCCC2=CCCCC2)c1,-11.4%,1.8%,0.7%,-2.1%
CCOC(=O)c1cc2c(=O)n3ccccc3nc2n(CC2CCCO2)c1=NC(=O)c1ccc(OC)cc1OC (stereo not drawn),-9.2%[10.9 µM],-0.4%,14.1%,-2.6%
CO[C@H]1COC(=O)CCC[C@@H](C)[C@H](OC)COC(=O)[C@H]2CCCN2C(=O)C/C=C\[C@@H]1C,nt,nt,6.5%[9.22 µM],10.2%[9.22 µM]
O=C(Nc1ccccc1Sc1ccccc1)C1CCCO1 (stereo not drawn),3.3%,1.2%,6.2%,4.3%
CC1CCC2C(=O)N3C(CCC(C)[C@H]3c3cccc(N4CCCC4=O)c3)C(=O)N2C1c1cccc(N2CCCC2=O)c1 (stereo partly drawn),nt,nt,10.9%[9.22 µM],-2.3%[9.22 µM]
COc1ccc(CNC(=O)Cc2c(C)c3c(O)cc(C)cc3oc2=O)cc1,-4.3%[10.9 µM],-1.6%,-19.3%,1.9%
N=C(N)SCCc1ccc(CCSC(=N)N)cc1,-12.3%,-3.5%,8.4%,-2.0%
CN1CCN(c2nc3c(S(=O)(=O)c4ccccc4)nnn3c3ccsc23)CC1,-11.9%[10.9 µM],-2.2%,-12.9%,2.2%
c1ccc2[nH]c(SCc3ccc(-c4nnco4)cc3)nc2c1,-79.0%[inhibitor],4.5%,?,?
COCCNC(=O)c1ccc(Cn2c(SCC(N)=O)nc3ccccc3c2=O)cc1,-6.9%[10.9 µM],1.6%,-6.5%,-1.4%
Cc1ccc2c(C)nc(Nc3ncc4c(n3)CCCC4=O)nc2c1,7.0%,-0.2%,18.8%,0.5%
CC1(C(=O)Nc2ncc(Cc3ccc(Br)cc3)s2)Cc2ccccc2C(=O)O1 (stereo not drawn),-2.4%[10.9 µM],2.0%,?,17.5%
COc1ccc(-c2nc3n(n2)C(c2ccccc2OC)C(C(=O)Nc2cccnc2)=C(C)N3)cc1 (stereo not drawn),-14.7%[10.9 µM],?,0.3%,3.6%
CSc1ccc(-c2nc(CSCC(=O)N3CCOCC3)c(C)o2)cc1,-26.4%,?,-15.6%,-2.4%
CCSc1nc(-c2ccc(OC)cc2)n(-c2nc3ccccc3s2)n1,-0.4%,5.4%,9.4%,0.4%
Cc1cccc(-n2ncc3c(NC4CCCCC4)ncnc32)c1,-18.0%,9.0%,15.8µM*,10µM*
Cc1cnc(C(=O)Nc2nnc(C(C)C)s2)cn1,-10.8%,2.9%,-6.1%,4.4%

# Four records drawn at random from the list so far, as already listed:
SMILES,Peg3 imprint,IkB signaling,p53ts 39C tox,p53ts 32C kill
CN1CCN(c2nc3c(S(=O)(=O)c4ccccc4)nnn3c3ccsc23)CC1,-11.9%[10.9 µM],-2.2%,-12.9%,2.2%
N=C(N)SCCc1ccc(CCSC(=N)N)cc1,-12.3%,-3.5%,8.4%,-2.0%
Cc1cccc(-n2ncc3c(NC4CCCCC4)ncnc32)c1,-18.0%,9.0%,15.8µM*,10µM*
CC1CCC2C(=O)N3C(CCC(C)[C@H]3c3cccc(N4CCCC4=O)c3)C(=O)N2C1c1cccc(N2CCCC2=O)c1 (stereo partly drawn),nt,nt,10.9%[9.22 µM],-2.3%[9.22 µM]

# (continued)
SMILES,Peg3 imprint,IkB signaling,p53ts 39C tox,p53ts 32C kill
CCC(CC)C(=O)NCc1ccccc1OC,-6.5%,0.9%,4.6%,3.8%
Cn1c(=O)[nH]c(=O)c2c1nc(N1CCOCC1)n2CCSc1ncccn1,0.9%,-0.1%,-11.2%,2.4%
COc1cccc(-n2nnc3c(=O)n(Cc4ccccc4Cl)cnc32)c1,-8.4%,2.0%,4.5%,7.8%
Cc1cccc(Cn2nnc3c2C(=O)c2ccccc2C3=O)c1,nt,nt,19.3%,8.2%
CCc1nn(CC(=O)NCc2ccc(OC)c(OC)c2)c(=O)c2cc3sc(C)cc3n12,5.1%[10.9 µM],-0.3%,-4.1%,6.8%
CC(C)N1C(=O)C2C(C(=O)NC3CCCCC3)C3C=CC2(O3)C1C(=O)NC1CCCC1 (stereo not drawn),-0.6%,0.4%,-13.2%,2.7%
COc1cc(C)c(S(=O)(=O)Nc2cccc(-c3ccc(N4CCCC4)nn3)c2)cc1C,-7.6%[10.9 µM],-2.1%,-21.9%,1.4%
Cc1ccc(S(=O)(=O)c2nc(-c3ccc(Cl)cc3)oc2N2CCCCCC2)cc1,-17.3%[10.9 µM],3.8%,-1.1%,1.4%
COc1ccc(NC(=O)CN2CCN(S(=O)(=O)c3ccc(C(C)C)cc3)CC2)cc1OC,-10.7%,0.6%,1.8%,1.6%
CCC(C)NC(=O)Cn1c(=O)n(CCCCCC(=O)Nc2ccccc2)c(=O)c2sccc21 (stereo not drawn),2.2%[10.9 µM],-0.4%,6.9%,2.6%
CC(C)(CO)NC(=O)C(c1ccccc1)c1ccccc1,3.2%,-0.4%,5.2%,1.3%
c1ccc(Cn2ncc3c(N4CCCCC4)ncnc32)cc1,-12.2%,-1.1%,4.3%,-1.9%
CCC1=C(c2ccc(C)cc2)S(=O)(=O)N=C1N1CCC(C(=O)N2CCCCC2)CC1,-10.5%[10.9 µM],?,-1.4%,3.4%
CCN(CC)S(=O)(=O)c1cccc(C(=O)Nc2cc(C)nn2-c2nc(C)cc(C)n2)c1,4.3%,-0.5%,4.8%,-4.0%
COc1ccccc1C1C(C(=O)c2sc(C)nc2C)=C(O)C(=O)N1CCN1CCOCC1 (stereo not drawn),-6.7%,?,-2.9%,-4.3%
COc1cccc(CNC(=O)c2ccc3c(c2)sc2nc(-c4ccccc4)cn23)c1OC,-13.1%[10.9 µM],-0.5%,0.0%,-5.1%

# Of the compounds above, these have bromine:
SMILES,Peg3 imprint,IkB signaling,p53ts 39C tox,p53ts 32C kill
CC(CN1CCOCC1)OC(=O)c1ccccc1Br (stereo not drawn),-8.8%,1.5%,8.7%,3.8%
Cc1cccc(NC(=O)C2CCC(CNS(=O)(=O)c3ccc(Br)s3)CC2)c1 (stereo not drawn),16.2%[10.9 µM],3.1%,-2.6%,-3.1%
CC1(C(=O)Nc2ncc(Cc3ccc(Br)cc3)s2)Cc2ccccc2C(=O)O1 (stereo not drawn),-2.4%[10.9 µM],2.0%,?,17.5%
